Bioassay records deposited in PubChem BioAssay by National Center for Advancing Translational Sciences (NCATS).
KB-V1 cytotox: kills drug-selected multidrug resistant KB-V1 cells; AID 1347076; KB-V1 MDR cells viability, CellTiter-Glo, 72 h; actives 3.4% (n = 400,000); Potency, µM (titrated, usually from 46.1 µM), without a hit: at the top dose activity change, negative = cytotoxicity, usual class: cytotoxic; further: potency means the concentration at half of the fitted maximal effect; on the % scale 0 is the no-effect control and ±100 the full control effect; nearly all actives have a fitted effect of over 60% in size
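Following 72 h at 37 degrees C with compound, KB-V1 cell viability was read by CellTiter-Glo luminescence, medium being phenol-red-free DMEM plus 10% FBS; concentration-response parameters came from normalized, curve-fitted qHTS data.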
HT1080 IDH1KD tx: HT-1080 IDH1 knockdown cell toxicity (counter line); HT-1080 IDH1 knockdown viability, ATP luminescence, 48 h; Potency, µM (series often up to 46.1 µM), without a hit: top-dose activity, negative = toxicity, usual class: cytotoxic; actives 2% (n = 360,000);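 further: potency means the concentration at half of the fitted maximal effect; 0% = DMSO wells and -100% = cell-free medium wells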
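% activity derives from luminescence (CellTiter-Glo), normalised to DMSO and no-cell wells. HT-1080-IDH1KD cells, 750/well, had 48 h compound exposure at 37 °C.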
SW480 rereplic: DNA re-replication induction in SW480 cells; SW480 DNA re-replication, Hoechst DNA content imaging, 48 h; actives 1.8% (n = 340,000); Potency, µM (highest dose often 46.1 µM), inactives show top-dose re-replication activation, most hits filed as activators; further: potency means the concentration at half of the fitted maximal effect; % of control where 0% means no effect; nearly all actives have a fitted effect of over 55% in size
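Quantitative HTS format with DMSO vehicle controls; 48 hr drug incubation at 37 C, then 40 min Hoechst staining and scanning imager measurement at 405 nm excitation.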
MCF10A rerep: DNA re-replication induction in MCF 10a cells. AID 624296. Potency, µM (titrated, usually from 46.1 µM), for the others: top-dose activity, positive = re-replication, hits mostly activators. actives 2.9% (n = 350,000). MCF 10A DNA re-replication, Hoechst nuclear intensity, 48 h; further: potency means the concentration at half of the fitted maximal effect; % of control where 0% means no effect; nearly all actives have a fitted effect of over 50% in size
WRN helicase inh: blocks human WRN helicase | Q14191 | WRN helicase unwinding, fluorescent forked duplex, kinetic | Potency, µM (top dose mostly 114 µM), for the others: top-dose activity change, negative = inhibition, actives largely listed as inhibitors | actives 0.46% (n = 360,000) | AID 651768; further: potency means the concentration at half of the fitted maximal effect; on the % scale 0 is the no-effect control and ±100 the full control effect; nearly all actives have a fitted effect of over 55% in size
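Kinetic fluorescence helicase assay: unwinding of a quenched forked DNA duplex (100 nM final) with 2 mM ATP final raises red fluorescence (525/598 nm). Compounds sat 15 min at room temperature with 20 nM WRN beforehand.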
IL1B secr inh: blocks inflammasome-driven IL-1 beta release; THP-1 LPS/ATP IL-1B secretion, AlphaLISA, 16 h; hits give low values; activity change, % at 57.5 µM; actives 4.7% (n = 360,000); in the data active means activity change below about -50%; inconclusive means mostly about -30% to -49%; further: on the % scale 0 is the no-effect control and ±100 the full control effect
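THP-1 cells pretreated 1 hr with compounds (up to 57.5 uM final), then stimulated with LPS (250 ng/mL final) plus ATP (1.25 mM final); secreted IL-1B measured by AlphaLISA after 16 hr, decreased signal indicating inhibition.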
HT1080NT lethal: kills 2HG-producing HT-1080-NT fibrosarcoma cells; HT-1080-NT fibrosarcoma viability, CellTiter-Glo ATP luminescence, 48 h; Potency, µM (doses to about 46.1 µM), for the others: at the highest dose activity, negative = less viability, most hits filed as cytotoxic; actives 1.6% (n = 360,000);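 further: NT is the 2HG producing partner of a matched IDH1 knockdown line; potency means the concentration at half of the fitted maximal effect; 0% = DMSO-treated cells and -100% = media-only wells without cells; nearly all actives have a fitted effect of over 55% in size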
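HT-1080-NT fibrosarcoma cells (2HG-overproducing), 750 cells/well in RPMI with 5% FBS, dosed after 2 h and incubated 48 h at 37C. CellTiter-Glo luminescence normalized to DMSO and no-cell wells; concentration-response curves fitted and classed.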
KB-3-1 tox: kills parental KB-3-1 adenocarcinoma cells. KB-3-1 viability, CellTiter-Glo ATP luminescence, 72 h. Potency, µM (series often up to 46.1 µM), inactives show at the highest dose activity change, negative = cytotoxic, hits mostly cytotoxic. actives 1.4% (n = 400,000). AID 1347075; further: potency means the concentration at half of the fitted maximal effect; on the % scale 0 is the no-effect control and ±100 the full control effect; nearly all actives have a fitted effect of over 60% in size
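Cytotoxicity in the drug-sensitive parental line KB-3-1 was scored as loss of CellTiter-Glo luminescence following 72 h incubation with compound. Values come from curve fitting of normalized concentration-response data.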
ATXN2 expr inh: inhibitors of ATXN2 expression | HEK-293 ATXN2-luciferase reporter, luminescence, 24 h | Potency, µM (titrated, usually from 57 µM), for the others: top-dose activity change, negative = inhibition, hits mostly inhibitors | actives 0.72% (n = 360,000) | AID 1745845; further: potency means the concentration at half of the fitted maximal effect; on the % scale 0 is the no-effect control and ±100 the full control effect; nearly all actives have a fitted effect of over 55% in size
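qHTS (up to 57 uM final) was run with 24 h compound exposure of reporter cells at 37 °C. Each well was multiplexed: SteadyGlo luminescence measured ATXN2-luciferase expression after a fluorogenic Gly-Phe-AFC viability readout (25 uM final).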
Active calls of the source: *; ? = inconclusive; . = no result given; [ ] = remark or other dose. Unless noted, the call rests on the fitted dose curve; in most records, active means well fitted curve in the direction sought with a large enough effect; inconclusive means small, poorly fitted or top-dose-only effect, or another doubt; inactive means no such curve, though single readings can be large; an effect the other way counts as inactive or inconclusive.

#	smiles	WRN helicase inh	KB-3-1 tox	ATXN2 expr inh	IL1B secr inh	HT1080NT lethal	SW480 rereplic	KB-V1 cytotox	HT1080 IDH1KD tx	MCF10A rerep
1	CC(=O)Nc1ccc(NC(=O)C(C)OC(=O)C23CC4CC(CC(Cl)(C4)C2)C3)cc1 (centres undefined)	-5%	11%	0%	-3	-13%	4%	-3%	?	0%
2	CNc1nnc(-c2cc3cc(Cl)ccc3oc2=O)s1	-25%	-7%	47%[activator]	-7	12%	0%	0%	1%	-2%
3	CSc1ccccc1NC(=O)COC(=O)CSc1ccc(C)cc1	-7%	-27%	-18%	16	-13%	-6%	2%	-1%	6%
4	O=C(Nc1ccc(Cl)cc1F)C1CC(=O)N(Cc2ccco2)C1 (centres undefined)	-20%	9%	-7%	-8	-1%	5%	1%	1%	5%
5	O=c1[nH]nc2c3ccccc3occ1-2	1%	7%	.	0	12%	.	5%	1%	.
6	C#CCNC(=O)C1=C[C@H](C2CCCCC2)C[C@H](OCCCCO)O1	4%	6%	-4%	-2	-1%	-9%	4%	-1%	?
7	Cc1ccc(-n2nnnc2-c2ccco2)cc1	-8%	5%	3%	9	3%	-2%	?	9%	11%
8	COc1ccccc1NS(=O)(=O)c1cc(NC(=O)c2ccco2)ccc1N1CCOCC1	-11%	4%	.	0	-1%	10%	?	-13%	-9%
9	CCCCCCC(=O)N(O)C1CC(=O)N(c2ccc(Cl)cc2)C1=O (centres undefined)	79µM*	0%	-5%	-51*	2%	18µM*	12%	-1%	?
10	Cc1ccc(C(=O)N/C(=C/c2ccco2)C(=O)N2CCC(C)CC2)cc1	-14%	12%	-16%	-18	-12%	3%	-28%	-12%	2%
11	Cc1ccc(S(=O)(=O)C[C@@H]2OC[C@H](Cc3ccccc3)N2S(=O)(=O)c2ccc(C)cc2)cc1	-3%	1%	.	22	11%	.	?	17%	.
12	CN(CC(=O)Nc1ccc(F)cc1)C(=O)Cc1ccsc1	1%	1%	.	32	-1%	-15%	-6%	0%	-1%
13	COc1ccc(S(=O)(=O)c2c(O)c3ccc(C(=O)Nc4ccc(F)cc4)cc3[nH]c2=O)cc1	-16%	5%	-12%	-2	-3%	-46%[inhibitor]	-1%	-5%	3%
14	N=c1oc2ccccc2cc1C(=O)NCc1ccccc1	-2%	-4%	-10%	-22	-3%	1%	-4%	?	?
15	COc1cc(OC)c(C2=Nc3ccc(Br)cc3C(c3ccccc3)N2CC(=O)NN)cc1OC (centres undefined)	-6%	-22%	-15%	2	6%	-9%	-1%	4%	2.9µM*
16	C=CCOc1ccc(/C=C2\C(=N)N3N=C(S(=O)(=O)CC)SC3=NC2=O)cc1OC	-10%[11.6 µM]	-7%	?	20	1%	-6%	5%	5%	2%
17	COc1cccc(Nc2ccc(-n3ccnc3)nn2)c1	2%	8%	-17%	-11	18%	-4%	6%	17%	-6%
18	Cc1nc(N2CCOCC2)c2c(C)c(C(=O)Nc3ccc(F)cc3Cl)sc2n1	-1%	-2%	-3%	-14	22%	-4%	-14%	14%	-5%
19	Cc1ccc(C)c(NNC(=O)C(=O)NNc2cc(C)ccc2C)c1	-2%	3%	-12%	9	-2%	-1%	9%	-23%	6%
20	O=C(NCc1ccccc1)c1cnc2n(c1=O)CCS2	-10%	-9%	-7%	4	3%	?	-23%	-5%	6%
21	CCNC(=O)COC(=O)c1cc(-c2ccccc2)nn1-c1ccccc1	-5%	21%	-39%	-12	0%	-21%	3%	-4%	-29%
22	Nn1c(SCC(=O)Nc2nnc(-c3ccccc3)o2)nnc1C1CC1	-13%	9%	-22%	21	-4%	-74%	11%	14%	-7%
23	Cc1ccccc1/C=C/C(=O)N1CCOCC1	-1%	9%	2%	-14	5%	-6%	2%	-19%	-1%
24	Cc1cc(OC(=O)c2ccc(F)cc2)c([N+](=O)[O-])c(=O)[nH]1	-1%	1%	.	17	-10%	-2%	19%	4%	-3%
25	O=C(O)c1ccccc1C=NNc1ccccn1	3%	1%	5%	-2	8%	-2%	-1%	10%	-3%
26	O=C(C1CCC1)N1CCc2cc(S(=O)(=O)NCc3ccccn3)ccc21	-11%	-21%	5%	5	-10%	-8%	?	3%	-4%
27	CCOC(=O)N1CCC(n2c(SCC(=O)NCCC3=CCCCC3)nc3ccccc3c2=O)CC1	-17%	?	-16%	-1	?	?	8.2µM*	?	26µM*
28	CC(C)CN1C(=O)C(=O)N(CC(=O)N2c3ccccc3NC(=O)CC2C)C1=O (centres undefined)	3%	-4%	2%	7	-1%	-3%	10%	11%	-3%
29	COc1ccc(Cl)cc1-c1nc(SCC(=O)NCCN2C(=O)CSC2=O)n[nH]1	-5%	13%	-4%	-1	-5%	1%	-14%	10%	-2%
30	COc1ccc(CNC(=O)c2coc(=O)c3ccccc23)c(OC)c1	-1%	-11%	-1%	29	-23%	-1%	-15%	-28%	?
31	CCCNc1ncccc1C(N)=O	4%	1%	-1%	7	4%	3%[9.22 µM]	2%	4%	4%
32	Cc1csc(NC(=O)CSc2nnc(C)n2Cc2ccco2)n1	7%	-1%	-9%	-1	-1%	-5%	1%	1%	15%
33	COc1cccc(/C=N/Nc2ccccc2C(=O)O)c1O	-6%	0%	9%	-2	-2%	-2%	-6%	0%	5%
34	O=C(Nc1ccccc1)C1=C[C@@H](c2coc3ccccc3c2=O)C[C@@H](OCc2ccc(CO)cc2)O1	1%	-3%	-5%	4	-1%	-2%	0%	-6%	?
35	Cc1ccc(-c2nc(C=Nc3ccccc3)c(O)o2)cc1	-1%	0%	.	-6	18%	-9%	-8%	14%	-1%
36	CCOC(=O)/C(=N\Nc1ccccc1Cl)N1CC(C)OC(C)C1 (centres undefined)	-10%	-5%	5%	-9	-3%	1%	-9%	-15%	?
37	Cc1cc(C)cc(Cn2cc(CN3CC(N4CCCCC4)CS3(=O)=O)nn2)c1 (centres undefined)	4%	9%	3%	6	12%	.	-3%	1%	.
38	COc1ccc(C(=O)NCC(=O)OCC(=O)NC23CC4CC(CC(C4)C2)C3)cc1	-1%	3%	7%	9	-2%	-5%	1%	-1%	8%
39	C[C@H]1CCCCO[C@@H](CN(C)C(=O)NC2CCCCC2)[C@@H](C)CN([C@@H](C)CO)C(=O)c2cc(NC(=O)Cc3ccccc3)ccc2O1	5%	-14%	-34%	-22	-23%	.	-13%	-13%	.
40	CCCNC(=O)Nc1nc(CC(=O)OCC)cs1	-4%	5%	.	10	17%	-9%	0%	15%	-1%
41	CCC(=O)c1cn(/C(=C\C(=O)OC(C)(C)C)CCC(OC)OC)cc1CC	-5%	0%	2%	9	7%	11%	11%	0%	18%
42	O=C1CN(c2ccccc2)C(=S)N1C(=O)c1ccccc1	-14%[57.1 µM]	14%	50%[activator]	17	0%	3%	24%	3%	-31%[inhibitor]
43	CCN(CC(=O)Nc1ccc(OC)cc1)C(=O)Cc1ccc(OC)c(S(=O)(=O)N2CCOCC2)c1	9%	-3%	.	-6	1%	-10%	-22%	0%	3%
44	COc1ccc(CNc2nc(-c3cccnc3)nn2C(=O)CC(C)C)cc1	-10%	1%	-26%	11	15%	-15%	-1%	20%	12%[9.22 µM]
45	Oc1ccccc1Oc1ncc(Br)c(Cl)n1	-6%[11.6 µM]	-24%	4%	2	-3%	-2%	-10%	-6%	17%
46	CN(C)N1C(N)=C(C#N)C(c2cccc3ccccc23)C2=C1CC(c1ccccc1)CC2=O (centres undefined)	-4%	13µM*	?	-20	?	?	21µM*	?	15µM*
47	COC(=O)N1C(=O)[C@](c2ccsc2)(C(C)C)N1C(=O)OC	-3%	6%	-14%	-99*	-3%	?	-5%	-10%	?
48	COc1cccc(/C=C/C(=O)c2cccc([N+](=O)[O-])c2)c1	-6%	?	-12%	-4	7%	?	?	17%	?
49	CCCCC(CC)C(=O)Oc1ccc(O)c(C(C)(C)C)c1 (centres undefined)	-14%	5%	-34%	-96*	16µM*	9%	-15%	23µM*	4.1µM*
50	CCOC(=O)Oc1ccc2oc(=O)cc(C)c2c1	11%	-1%	17%	-4	11%	-6%	0%	-1%	11%
51	COc1ccc2c(c1OC)C(=O)OC2Nn1cncn1 (centres undefined)	1%	12%	13%	5	1%	-4%	8%	-3%	-23%
52	Cc1cc([N+](=O)[O-])ccc1NC(=O)CN1C2CCC1CC(NC(=O)NC13CC4CC(CC(C4)C1)C3)C2 (centres undefined)	1%	?	-22%	?	-3%	3%	-1%	-10%	-2%
53	Cc1ccccc1C(=O)N1CCC(C(=O)Nc2ccc3c(c2)OCO3)CC1	-1%	0%	.	13	-4%	-2%	?	1%	-2%

Reprinted, entries 51–52
#	smiles	WRN helicase inh	KB-3-1 tox	ATXN2 expr inh	IL1B secr inh	HT1080NT lethal	SW480 rereplic	KB-V1 cytotox	HT1080 IDH1KD tx	MCF10A rerep
51	COc1ccc2c(c1OC)C(=O)OC2Nn1cncn1 (centres undefined)	1%	12%	13%	5	1%	-4%	8%	-3%	-23%
52	Cc1cc([N+](=O)[O-])ccc1NC(=O)CN1C2CCC1CC(NC(=O)NC13CC4CC(CC(C4)C1)C3)C2 (centres undefined)	1%	?	-22%	?	-3%	3%	-1%	-10%	-2%
